TCR CD3 inh – inhibitors of human TCR-CD3 interaction, primary screen, biochemical, fluorescence, TAMRA-labeled TCR probe; inhibition, % at 9.4 µM; 360,000 compounds, 0.37% hits; in the data active means inhibition above about 19%;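 further: recombinant mutant TCR 2C K166C tagged with TAMRA read by polarization; 0% = receptor in buffer alone and 100% = receptor with positive control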
NR1D1 modulator – modulators of Rev-erb alpha DNA binding, primary screen, biochemical, FITC-DNA, fluorescence polarization, uHTS; AID 1259318, 2017; Rev-erbα–FITC-DNA binding, 90 min; Nuclear receptor subfamily 1 group D member 1 (Homo sapiens), P20393; activity, % at 10 µM; 370,000 compounds, 0.79% hits;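 active means activity above about 14%, limit read from the data; passing the limit was not always enough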;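 further: 0% = DMSO wells with 35 nM protein and 100% = DMSO wells with 750 nM protein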
HTRA1 inhibitor – HTRA1 serine protease inhibitors, primary screen, biochemical, fluorescence polarization, HTS; 340,000 compounds, 0.5% hits; inhibition, % at 5.96 µM; Q92743; recombinant HTRA1, FP-rhodamine activity-based probe; in the data active means inhibition above about 36%;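 further: 0% = enzyme with DMSO and 100% = wells lacking enzyme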
PG9 binder – binders of HIV-1 gp120 antibody PG9, primary screen, biochemical, TR-FRET. AID 624416, 2012. inhibition, % at 6.7 µM. 360,000 compounds, 0.43% hits. TR-FRET gp120-PG9 antibody binding; in the data active means inhibition above about 8.5%
mABHD4 FP – ABHD4 inhibitors, primary screen, biochemical, fluorescence polarization, mouse. (Lyso)-N-acylphosphatidylethanolamine lipase (Mus musculus), Q8VD66. 370,000 compounds, 0.54% hits. purified mABHD4, FP-Rh probe fluorescence polarization. inhibition, % at 8.92 µM;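 active means inhibition exceeding the mean over every tested compound plus 3 SD, cut at about 30% in these data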;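 further: 0% = plate median of compound wells and 100% = S159A mutant with DMSO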
Target sequence (Q8VD66 whole entry, looked up): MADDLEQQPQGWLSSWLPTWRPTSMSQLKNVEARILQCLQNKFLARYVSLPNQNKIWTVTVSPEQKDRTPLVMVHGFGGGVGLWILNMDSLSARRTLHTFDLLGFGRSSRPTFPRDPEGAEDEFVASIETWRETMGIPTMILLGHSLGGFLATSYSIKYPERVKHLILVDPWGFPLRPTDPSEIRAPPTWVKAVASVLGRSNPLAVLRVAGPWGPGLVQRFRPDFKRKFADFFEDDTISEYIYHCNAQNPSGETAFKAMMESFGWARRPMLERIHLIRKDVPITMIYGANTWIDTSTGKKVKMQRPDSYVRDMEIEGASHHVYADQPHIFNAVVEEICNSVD
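system = mouse ABHD4 enzyme, wild type | medium = HEPES pH 7.0, NaCl, Pluronic buffer | also added = FP-Rh probe | incubation = Enzyme–compound pre-incubation 45 min, then probe 60 min, both 25 °C | technique = fluorescence polarization, excitation 525 nm, emission 598 nm, BODIPY TMR filters | controls = S159A mutant high control, sample median low control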
UHRF1 binding – UHRF1 methylated DNA binding inhibitors, primary screen, counter-screen for MBD2 inhibitor project, biochemical, TR-FRET, human UHRF1, single concentration; inhibition, % at 4.4 µM; 370,000 compounds, 0.75% hits; UHRF1 binding to methylated oligo; E3 ubiquitin-protein ligase UHRF1 (Homo sapiens), Q96T88; AID 687016, 2013; in the data active means inhibition above about 21%;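 further: UHRF1 SRA domain binding a hemimethylated CpG hairpin DNA probe; 0% = median of test compound wells and 100% = reference inhibitor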
rCAG RNA binder – binders of r(CAG) RNA repeats, primary screen, biochemical, fluorescence. r(CAG) RNA repeat, TO-PRO-1 dye displacement fluorescence. inhibition, % at 3 µM. 370,000 compounds, 1.3% hits. AID 651821, 2012;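 active means inhibition above the plate cutoff, the mean of all test compounds on that plate plus 3 SD, cut at about 35% in these data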;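 further: 0% = DMSO alone and 100% = 100 µM mitoxantrone as full dye displacement; higher means more dye released from RNA so lower well fluorescence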
LEDGF integ inh – blockers of LEDGF/p75-dependent integrase strand transfer – biochemical, TR-FRET, high throughput, primary screen; 370,000 compounds, 0.64% hits; TR-FRET IN-LEDGF/p75 DNA integration, Eu/Cy5; HIV-1 integrase (with human LEDGF/p75); inhibition, % at 3.7 µM;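 active means inhibition above the screen-wide mean plus 3 SD, cut at about 13% in these data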;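 further: signal is the Cy5 over europium emission ratio at 671 and 618 nm; 0% = plate median of compound wells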
PRMT1 inh – PRMT1 methyltransferase inhibitors, primary screen, biochemical, fluorescence polarization. Protein arginine N-methyltransferase 1 (Homo sapiens), Q99873. recombinant PRMT1, activity-based probe fluorescence polarization. inhibition, % at 2.79 µM. 370,000 compounds, 1.3% hits;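 active means inhibition above about 21% made by adding two undisclosed values, limit read from the data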
MBD2 DNA inh – inhibitors of MBD2 binding to methylated DNA, primary screen, biochemical, TR-FRET, DNA-binding domain, human. Methyl-CpG-binding domain protein 2 (Homo sapiens), Q9UBB5. MBD2 binding to methylated oligonucleotide. inhibition, % at 4.4 µM. 370,000 compounds, 0.31% hits. AID 686964, 2013; in the data active means inhibition above about 13%
Target sequence (Q9UBB5 whole entry, looked up, the tested form may be a part): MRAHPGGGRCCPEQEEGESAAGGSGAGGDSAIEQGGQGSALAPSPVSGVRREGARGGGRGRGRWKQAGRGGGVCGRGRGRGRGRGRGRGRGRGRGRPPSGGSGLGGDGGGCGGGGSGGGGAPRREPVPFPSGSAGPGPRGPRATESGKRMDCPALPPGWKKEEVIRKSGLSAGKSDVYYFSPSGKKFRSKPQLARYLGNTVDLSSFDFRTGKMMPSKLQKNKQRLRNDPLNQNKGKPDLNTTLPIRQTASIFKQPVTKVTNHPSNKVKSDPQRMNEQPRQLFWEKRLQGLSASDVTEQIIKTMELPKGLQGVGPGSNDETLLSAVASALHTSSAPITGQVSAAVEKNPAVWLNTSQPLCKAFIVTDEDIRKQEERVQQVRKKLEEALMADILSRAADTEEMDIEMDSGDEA
An asterisk follows results filed as active; x = not tested or not shown. Only part of the results is shown, so the mix of outcomes need not match the whole.

SMILES	TCR CD3 inh	NR1D1 modulator	HTRA1 inhibitor	PG9 binder	mABHD4 FP	UHRF1 binding	rCAG RNA binder	LEDGF integ inh	PRMT1 inh	MBD2 DNA inh
CCOC(=O)C1CCN(CCC(=O)Nc2cc(C)ccc2C)CC1	-3	-4	-4	-2.8	1	1	-6	-5	3	-4
CC(=O)Oc1ccc([C@@H]2COc3c(ccc4c3C=CC(C)(C)O4)C2)c(OC(C)=O)c1	-5	0	13	-0.1	-4	2	-2	4	-5	-2
CCOc1ccc(NC(=O)COc2cccc3cccnc23)cc1S(=O)(=O)N1CCCC1	7	4	-4	-1.5	1	-4	13	-1	-5	-2
Cc1ccnc(NCc2ccc(Cl)cc2)c1	3	1	6	-0.2	0	-1	-3	1	4	-2
CCC(C)(C)NC(=O)Cc1ccc(Cl)cc1	33*	2	x	-2.0	1	-3	-2	1	0	-4
O=C(NC1CCCCC1)C(c1ccc(F)cc1)N(C(=O)Cc1ccsc1)c1ccc(F)cc1 (stereo not drawn)	-4	-2	4	1.1	5	-320	-1	3	-1	4
O=C1c2ccccc2C(=O)N1c1cccc(-c2nc3ccccc3o2)c1	1	-6	-1	-0.9	-2	4	3	1	1	4
CCOC(=O)Cc1cnc(NC(=O)c2ccccc2)s1	-5	2	4	-1.5	3	-1	-3	-2	0	-4
O=C(NCCCN1CCCC1)c1ccc2c(c1)N(Cc1ccccc1F)C(=O)c1ccccc1S2(=O)=O	-1	-1	-8	-0.7	-3	1	4	0	-2	-3
CCOC(=O)[C@]12CCCC=C1N(Cc1ccc(Cl)cc1Cl)C(=O)[C@H](CC(=O)NCCCN1CCCC1=O)C2	3	2	x	-0.5	7	0	1	-6	3	-2
NS(=O)(=O)c1ccc(Oc2ccc(S(N)(=O)=O)cc2)cc1	-4	-4	2	1.6	-1	-1	3	0	2	1
COc1ccccc1Cc1c(-c2cccc(Br)c2)nc2ccc(C)cn12	0	-3	x	1.0	-14	17	16	-2	1	3
COc1ccc(OC)c(/C=C2\N=C(c3ccccc3)OC2=O)c1	3	1	13	-0.6	-2	1	0	-4	-6	0
COc1ccc(-c2noc(CSc3nc4sc(C)c(C)c4c(=O)n3-c3ccccc3)n2)cc1OC	1	-2	4	0.5	-3	-1	1	-2	0	-7
CC(C)(C)C(=O)Cn1c(=N)n(Cc2ccccc2)c2ccccc21	-3	-1	-14	-0.6	0	4	4	1	4	6
Cc1ccccc1NC(=S)N(Cc1ccco1)C(C)c1ccccn1 (stereo not drawn)	-2	-4	4	-0.2	0	-1	-2	-2	-1	-1
Cc1c(CC(=O)N2CCN(C(=O)C3COc4ccccc4O3)CC2)c(=O)oc2cc(O)cc(O)c12 (stereo not drawn)	4	0	2	0.5	5	-2	18	3	-3	0
CCOc1ccc(NC(=S)NC(=O)c2ccco2)cc1	2	5	4	0.4	2	-1	-2	-1	-2	2
CCOC(=O)C(NC(=O)CC)C(O)c1cccc([N+](=O)[O-])c1 (stereo not drawn)	-7	-1	4	0.8	-2	4	-2	-1	-1	3
O=C(CC1CCC1)NC(c1ccccc1)c1ccccc1	-1	2	-24	0.8	3	1	-7	-4	1	4
CCc1ccc(N(CC(=O)N2CCCCCC2)S(C)(=O)=O)cc1	-3	-3	3	0.4	4	1	-8	-3	0	-1
Cc1cc(C)nc(NC(=O)c2ccc(Cl)cc2)n1	1	5	-5	-0.5	5	0	1	-1	-2	-3
O=[N+]([O-])c1ccc(N2CCc3ccccc3C2)nc1	-3	6	-5	0.1	2	-1	-4	-5	9	2
Cc1ccc(-n2c(SCC(N)=O)nc3c(c2=O)C2(CCCC2)Cc2ccccc2-3)cc1	2	-3	-77	11*	-19	-1	2	5	-1	-6
N#Cc1ccc(-c2ccc(OCC(=O)NN=Cc3ccncc3)cc2)cc1	-3	-15	-19	-1.1	-2	1	3	-3	3	6
CC(=O)c1cccc(NC(=O)Cn2c(=O)oc3cc(S(=O)(=O)N4CCCC4)ccc32)c1	-4	6	6	-1.0	-12	6	6	-6	2	9
CC(C)c1ccc(CNC(=O)C(=O)Nc2nccs2)cc1	0	-2	1	1.1	-3	0	0	1	-5	2
COC(=O)c1cccc(CSc2nc3ccccc3[nH]2)c1	-5	0	-10	-0.9	-6	-3	-3	-2	-1	0
Cc1ccc(C2(C)NC(=O)N(CC(=O)N3CCN(S(=O)(=O)c4ccc(Cl)s4)CC3)C2=O)cc1 (stereo not drawn)	0	-1	-11	0.6	1	-1	-1	-1	2	2
CSCCC(NC(=O)c1ccccc1Cl)C(=O)N(C)Cc1cccs1 (stereo not drawn)	2	-4	-2	-1.7	0	-3	-6	0	-3	4
Cc1ccc(Nc2ccc(NCc3ccccc3)nn2)cc1C	-8	-1	-4	-5.1	13	7	8	47*	1	2
O=C(c1ccco1)n1c(=S)nc2ccccn21	0	0	-1	0.5	6	-2	-3	-1	0	0
O=C(NCCc1ccccc1)C1CC(=O)N(C2CCCCCC2)C1 (stereo not drawn)	10	0	4	-1.8	4	-1	-7	1	-2	0
COCCCNCCCCSc1ccc(Cl)cc1	6	8	1	-0.5	-7	10	1	-4	0	2
CCCSc1nc2c([nH]1)c(=O)n(C)c(=S)n2C	-5	3	3	-1.0	5	1	2	-6	6	1
C[C@H](NC(=O)OCc1ccccc1)C(=O)NNC(=O)[C@H](Cc1ccccc1)NC(=O)OC(C)(C)C	8	0	-11	-0.9	9	-1	-10	-1	-1	-3
Cc1ccc(C(=O)N/N=C\c2ccc(-c3ccc(Cl)c(Cl)c3)o2)cn1	-1	7	9	-1.7	-20	3	11	-3	8	9
COC(=O)C1=NNCC12CC(=O)N(c1ccc(Br)cc1)C2=O (stereo not drawn)	-5	4	-6	-2.0	1	-1	2	0	-1	-3
CC(CCCC(C)(C)O)NC(=O)c1cc(COc2ccc3ncccc3c2)on1 (stereo not drawn)	3	1	2	0.5	-2	-3	-8	1	-1	2
COCOCCn1cc(CN2CCS(=O)(=O)N(Cc3ccc(-c4ccc(Cl)nc4)cc3)C(C)C2=O)nn1 (stereo not drawn)	-5	-6	2	1.2	4	3	5	-4	3	-4
Cc1nnc(NC(=O)C2(c3ccccc3)CCOCC2)s1	-3	-2	7	2.8	2	0	-3	-2	2	-2
CC(C)Cc1nc2ccccc2n1CCc1ccccc1	5	3	-3	-1.6	7	6	-2	2	2	2
C(=N/n1c2ccccc2c2ccccc21)/c1ccco1	1	-1	-16	-1.2	2	-1	12	-3	2	0
CCOc1ccc2nc(N3CCC(C(=O)NCCCN4CCOCC4)CC3)sc2c1	-2	3	2	-3.4	-1	1	-7	-1	-7	4
Cc1ccc(OCc2nnc(-c3ccc(Cl)cc3)o2)cc1	3	-2	-5	1.4	-5	-1	-3	1	4	-4
COC(=O)[C@]12C[C@H](CC(=O)NCCCCc3ccccc3)C(=O)N(Cc3ccccc3)C1=C[C@H](C(C)C)O[C@@H]2C1CC1	-6	10	x	2.0	-7	2	8	6	-1	-2
Cc1nc2c(=O)[nH]c(=S)[nH]c2[nH]c1=O	5	-7	5	-0.8	-1	85*	26	22*	24*	48*
COc1ccc(CCC(=O)N2c3ccccc3N=C(c3ccc4c(c3)OCO4)C2C(=O)NCc2ccccc2)cc1 (stereo not drawn)	-5	7	x	-0.6	-41	1	10	5	1	6

2 of these compounds, set out differently:
COC(=O)C1=NNCC12CC(=O)N(c1ccc(Br)cc1)C2=O (stereo not drawn)
  TCR CD3 inh = -5
  NR1D1 modulator = 4
  HTRA1 inhibitor = -6
  PG9 binder = -2.0
  mABHD4 FP = 1
  UHRF1 binding = -1
  rCAG RNA binder = 2
  LEDGF integ inh = 0
  PRMT1 inh = -1
  MBD2 DNA inh = -3

CC(C)Cc1nc2ccccc2n1CCc1ccccc1
  TCR CD3 inh = 5
  NR1D1 modulator = 3
  HTRA1 inhibitor = -3
  PG9 binder = -1.6
  mABHD4 FP = 7
  UHRF1 binding = 6
  rCAG RNA binder = -2
  LEDGF integ inh = 2
  PRMT1 inh = 2
  MBD2 DNA inh = 2

(cont.)
SMILES	TCR CD3 inh	NR1D1 modulator	HTRA1 inhibitor	PG9 binder	mABHD4 FP	UHRF1 binding	rCAG RNA binder	LEDGF integ inh	PRMT1 inh	MBD2 DNA inh
COc1ccccc1NC(=O)N1C2CCCC1CC(NC(=O)c1ccccc1)C2 (stereo not drawn)	5	-2	-1	-2.2	-8	-2	-4	1	-1	-1
COCCNC(=O)c1cc(S(=O)(=O)N(C)c2ccccc2OC)ccc1C	4	-1	3	-1.0	-3	-3	2	5	-1	-3
CC1(C(=O)NS(=O)(=O)Cc2ccccc2)CCN1C(=O)c1ccc(C2CCCCC2)cc1 (stereo not drawn)	0	-2	x	-1.9	2	2	19	2	-2	2
Cc1ccccc1S(=O)(=O)Cc1ccc(C(=O)N2CCN(c3ccccc3F)CC2)o1	-2	-1	-10	-2.3	-2	-1	-2	-1	-6	-1

Entries above that have a Cl atom (ten):
SMILES	TCR CD3 inh	NR1D1 modulator	HTRA1 inhibitor	PG9 binder	mABHD4 FP	UHRF1 binding	rCAG RNA binder	LEDGF integ inh	PRMT1 inh	MBD2 DNA inh
Cc1ccnc(NCc2ccc(Cl)cc2)c1	3	1	6	-0.2	0	-1	-3	1	4	-2
CCC(C)(C)NC(=O)Cc1ccc(Cl)cc1	33*	2	x	-2.0	1	-3	-2	1	0	-4
CCOC(=O)[C@]12CCCC=C1N(Cc1ccc(Cl)cc1Cl)C(=O)[C@H](CC(=O)NCCCN1CCCC1=O)C2	3	2	x	-0.5	7	0	1	-6	3	-2
Cc1cc(C)nc(NC(=O)c2ccc(Cl)cc2)n1	1	5	-5	-0.5	5	0	1	-1	-2	-3
Cc1ccc(C2(C)NC(=O)N(CC(=O)N3CCN(S(=O)(=O)c4ccc(Cl)s4)CC3)C2=O)cc1 (stereo not drawn)	0	-1	-11	0.6	1	-1	-1	-1	2	2
CSCCC(NC(=O)c1ccccc1Cl)C(=O)N(C)Cc1cccs1 (stereo not drawn)	2	-4	-2	-1.7	0	-3	-6	0	-3	4
COCCCNCCCCSc1ccc(Cl)cc1	6	8	1	-0.5	-7	10	1	-4	0	2
Cc1ccc(C(=O)N/N=C\c2ccc(-c3ccc(Cl)c(Cl)c3)o2)cn1	-1	7	9	-1.7	-20	3	11	-3	8	9
COCOCCn1cc(CN2CCS(=O)(=O)N(Cc3ccc(-c4ccc(Cl)nc4)cc3)C(C)C2=O)nn1 (stereo not drawn)	-5	-6	2	1.2	4	3	5	-4	3	-4
Cc1ccc(OCc2nnc(-c3ccc(Cl)cc3)o2)cc1	3	-2	-5	1.4	-5	-1	-3	1	4	-4

Bioassay records (PubChem BioAssay)
